RORg inh = blocks mouse ROR gamma transcriptional activity. P51450. Drosophila S2 Gal4-RORgamma UAS-luciferase reporter, 20 h. Potency, µM (series often up to 53.6 µM), for inactives: top-dose activity change, negative = inhibition, most hits filed as inhibitors. actives 5.4% (n = 310,000). AID 2551; also: % is scaled to controls: 0 for no effect and ±100 for the full control effect; nearly all actives have a fitted effect of over 60% in size
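Luminescence from a UAS-regulated Photinus luciferase reporter in stably transfected Drosophila Schneider cells is measured; decreased signal marks ROR gamma inhibition. Fusion expression is induced by 700 uM copper sulfate for 20 hr.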
Menin MLL FP TR = inhibitors of human menin-MLL interaction, mutant MLL peptide | actives 0.23% (n = 270,000) | Potency, µM (top dose mostly 61.6 µM), inactives show at the top dose FP activity change, negative = inhibition, hits mostly inhibitors | Menin + Texas Red MLL mutant peptide, fluorescence polarization | O00255; active = well fitted inhibition curve with a large enough effect in the polarisation, with a control signal flat, not every such curve was filed as active; inconclusive = small, poorly fitted or top-dose-only effect, or effect the other way, or a change in a side signal; inactive = no such curve, though single readings can be large or run the other way; the % refers to the polarisation; also: % of control where 0% means no effect; many of its hits are not listed in these tables
Target sequence (O00255 whole entry, looked up): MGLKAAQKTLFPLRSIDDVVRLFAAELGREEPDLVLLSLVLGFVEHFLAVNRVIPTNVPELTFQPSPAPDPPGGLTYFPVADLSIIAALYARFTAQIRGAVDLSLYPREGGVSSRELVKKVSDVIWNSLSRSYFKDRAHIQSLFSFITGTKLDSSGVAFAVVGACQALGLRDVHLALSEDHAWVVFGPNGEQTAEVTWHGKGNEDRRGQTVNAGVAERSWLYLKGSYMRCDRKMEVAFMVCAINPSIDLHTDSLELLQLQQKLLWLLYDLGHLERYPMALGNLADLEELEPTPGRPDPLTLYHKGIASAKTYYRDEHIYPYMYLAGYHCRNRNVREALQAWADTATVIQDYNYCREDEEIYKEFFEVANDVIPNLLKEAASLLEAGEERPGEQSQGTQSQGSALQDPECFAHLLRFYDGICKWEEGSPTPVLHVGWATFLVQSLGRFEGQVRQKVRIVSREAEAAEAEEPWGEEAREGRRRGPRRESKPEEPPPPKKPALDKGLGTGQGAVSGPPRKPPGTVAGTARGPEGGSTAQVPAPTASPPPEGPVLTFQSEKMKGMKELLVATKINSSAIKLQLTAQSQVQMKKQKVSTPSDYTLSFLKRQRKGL
Gal4-VP16 FLuc = counter-screen for ROR gamma inhibitors: Gal4-VP16 reporter; Potency, µM (series often up to 53.6 µM), without a hit: top-dose activity, negative = inhibition, most hits filed as inhibitors; Drosophila S2 Gal4-VP16 UAS-luciferase, luminescence, 20 h; AID 2546; actives 3.5% (n = 310,000);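 also: Gal4-VP16 expression switched on by copper sulfate through the metallothionein promoter; % is scaled to controls: 0 for no effect and ±100 for the full control effect; nearly all actives have a fitted effect of over 50% in size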
An asterisk follows results filed as active; ? = inconclusive; & = joins results of further samples; [ ] = dose if it differs, or a comment. Unless noted, calls follow the shape of the dose curve; as a rule, active = well fitted curve in the direction sought with a large enough effect; inconclusive = small, poorly fitted or top-dose-only effect, or another doubt; inactive = no such curve, though single readings can be large; an effect the other way counts as inactive or inconclusive. Potency is read from the fitted curve at half-maximal effect. Not all compounds are listed; rates above refer to the full screens.

SMILES	RORg inh	Menin MLL FP TR	Gal4-VP16 FLuc
CC(C)CO/N=C1/C[C@@H](O)[C@@H](O)[C@@H]2[C@@H]3C(=O)N(C[C@@H]4CCCO4)C(=O)[C@H]3CC[C@H]12	-7%[10 µM]	21%[11.7 µM]	-2%[10 µM]
COc1ccc(C2=Nn3c(nnc3-c3ccccc3O)SC2)cc1	?	0%	-17%
CN1CCN(c2ncc3nc(-c4cc(F)cc(F)c4)c(=O)n(CCc4ccccc4)c3n2)CC1	-3%	1%	2%
CC1(OC(=O)c2ccco2)C(=O)C=C2C=C(c3ccsc3)OC=C2C1=O (configuration not stated)	-4%	4%	-28%
O=c1c(-c2ccc(F)cc2)nc2cnc(N3CCOCC3)nc2n1C1CC1	-12%	?	-4%
Nc1ccc(C(=O)O)c(O)c1 (tested in a mixture with another compound)	?	-8%	?
COc1ccc(CNc2nc(-c3ccccc3OC)nc3ccccc23)c(OC)c1	13µM*	-3%	?
CC(C)C(NC(=O)C(Cc1ccc(O)cc1)NC(=O)C(NC(=O)C(F)(F)F)C(C)C)C(=O)O (configuration not stated)	-4%	0%	-2%
COc1ccc(OC)c(C2=Nn3c(nnc3-c3ccccc3C)SC2)c1	-4%	-26%	-7%
CC1=CC(=O)C2=C(C)CC[C@@H]3[C@@H](OC(=O)[C@H]3C)[C@H]12	-17%[16.9 µM]	13%[24.8 µM]	1%[17 µM]
O=C(c1ccncc1)N1CCC2(CC1)CCN(C(c1ccccc1)c1ccccc1)CC2	4%	-23%	1%
COc1ccc2c(c1)O[C@@H](c1cccc(C(F)(F)F)c1)[C@H](OC(=O)NCc1ccc3c(c1)OCO3)C2=O	-6%	-8%	1%
CC(=O)OCC(NC(=O)C(Cc1ccccc1)NC(=O)OC(C)(C)C)C1OC(n2cc(C)c(=O)[nH]c2=O)C(OC(C)=O)C1OC(C)=O (configuration not stated)	-10%	-16%	-9%
COc1cccc(Cn2c(=O)c(-c3ccc(F)cc3)nc3cnc(OC)nc32)c1	-14%	-19%	8%
CCCC[C@H]1CCCO[C@@](C(=O)NCc2ccccn2)(C(F)(F)F)C1	24%	-2%	-2%
CC1CCC(C(=O)O)NC1c1cccc(N2CCOCC2)c1 (configuration not stated)	6%[10 µM]	15%[11.7 µM]	-5%[10 µM]
CCCCCCCCCCCCCCCCOCC(COP(=O)([O-])OCC[N+](C)(C)C)OC (configuration not stated)	-5%	-1%	-14%
COC(=O)NC(c1cccs1)C(C(C)=O)C(=O)OC (configuration not stated)	1%[10 µM]	-5%[11.7 µM]	-6%[10 µM]
CN1CCN(c2ncc3ncc(=O)n(CCc4ccccc4)c3n2)CC1	-21%	-2%	-3%
CCCC/C=C/[C@@H](c1ccccc1)C1COC(=O)CC1O (some centres not stated)	-6%	-7%	-19%

Whole records as entered above. Order of values: RORg inh	Menin MLL FP TR	Gal4-VP16 FLuc
COc1ccc(OC)c(C2=Nn3c(nnc3-c3ccccc3C)SC2)c1 as listed: -4%	-26%	-7%
COc1ccc2c(c1)O[C@@H](c1cccc(C(F)(F)F)c1)[C@H](OC(=O)NCc1ccc3c(c1)OCO3)C2=O as listed: -6%	-8%	1%
CC(C)C(NC(=O)C(Cc1ccc(O)cc1)NC(=O)C(NC(=O)C(F)(F)F)C(C)C)C(=O)O (configuration not stated) as listed: -4%	0%	-2%
Nc1ccc(C(=O)O)c(O)c1 (tested in a mixture with another compound) as listed: ?	-8%	?
CCCC[C@H]1CCCO[C@@](C(=O)NCc2ccccn2)(C(F)(F)F)C1 as listed: 24%	-2%	-2%

Next structures follow:
SMILES	RORg inh	Menin MLL FP TR	Gal4-VP16 FLuc
COCCn1c(=O)c(-c2cn(C)c3ccccc23)nc2cnc(N3CCOCC3)nc21	23%	3%	-1%
C#C[C@@]1(O)CCC2C3CCc4cc(O)ccc4C3CC[C@@]21C (some centres not stated)	-1%	11%	0%
CCCCC/C=C\C[C@@H](O)/C=C/C=C/C=C\[C@@H](O)CCCC(=O)O	11%[10 µM]	1%[11.7 µM]	-4%[10 µM]
CCC1OC(=O)CC(O)C(C)[C@@H](O[C@@H]2OC(C)[C@H](O[C@@H]3C[C@@](C)(O)C(O)C(C)O3)C(N(C)C)C2O)[C@H](CC=O)CC(C)C(=O)/C=C/C(C)=C/[C@@H]1COC1OC(C)C(O)C(OC)[C@@H]1OC (some centres not stated)	1%	1%	14%
CCCCC[C@H](O)/C=C/[C@@H]1[C@H]2C/C(=C/CCCC(=O)O)C[C@H]2C[C@H]1O	4%	?	-20%
CO[C@@H]1COC(=O)[C@H](C)NC(=O)C/C=C\[C@@H](C)[C@@H](NS(=O)(=O)c2ccc(C)cc2)COC(=O)C/C=C\[C@@H]1C	-1%[10 µM]	0%[11.7 µM]	-1%[10 µM]
C=C(C)C1CC=C(C)C(O)C1 (configuration not stated)	-19%&16%	0%	0%&-5%
Oc1ccc2c(c1)OC(c1ccc(O)c(O)c1)C(O)C2 (configuration not stated)	-18%	1%	-10%
FC(F)(F)c1ccccc1-c1cc(NCc2ccccc2)ncn1	28%	-1%	-3%
COc1ccc(O[C@H]2C=C[C@@H](c3ccccc3)O[C@@H]2CON=C(C)C)cc1	8%[10 µM]	6%[11.7 µM]	-4%[10 µM]
COCCn1c(=O)c(-c2ccccc2)nc2cnc(N3CCN(C)CC3)nc21	1%	-12%	-5%
Fc1ccc(Nc2ccnc(-c3ccoc3)n2)cc1	?	15%	?
NCCC[C@@H](CC(=O)N[C@@H]1CCCC[C@H]1C(=O)N[C@H](CC(=O)N[C@@H](CCC(=O)O)CC(=O)O)Cc1ccccc1)NC(=O)C[C@H](CO)NC(=O)[C@@H]1CNCC[C@H]1N	-19%	5%	5%
C=C1C2CC[C@@]3(C)C(c4ccoc4)OC(=O)C[C@@]13OC1CC(O)C(C)(C)C(CC(=O)OC)[C@@]12C (some centres not stated)	20%&10%	-10%&-12%	-4%&6%
CC(C)C1=CC2=CC[C@@H]3[C@@](C)(C(=O)O)CCC[C@]3(C)C2CC1 (some centres not stated)	0%	0%[24.8 µM]	-17%
CCOC(=O)CNS(=O)(=O)c1ccc(F)cc1Br	11%	13%	0%
CNC(=O)[C@H]1O[C@H](n2cnc3c(NCc4cccc(I)c4)nc(Cl)nc32)[C@@H](O)[C@@H]1O	27%	22%[24.8 µM]	-15%
CC1Cc2c(COc3ccccc3)nc3c(c2CO1)CN(CCOc1ccccc1)CC3 (configuration not stated)	-12%[10 µM]	-1%[11.7 µM]	-4%[10 µM]
COc1ccc2cc(C#N)c(=O)oc2c1	7%	-1%	-6%
O=C(O)CCCC/C=C(\c1ccccc1)c1cccnc1	-15%	0%	-1%
CC(=O)N[C@H]1C(O[C@@H]2O[C@H](C[C@@H](O)[C@H]3O[C@@H](N4CCC(=O)NC4=O)[C@H](O)[C@@H]3O)[C@H](O)[C@H](O)[C@H]2NC(=O)/C=C/CCCCCCCCCCC(C)C)OC(CO)[C@@H](O)[C@@H]1O (some centres not stated)	?	1%	-18%
CCCCC#CC1C=CC(OC(C)=O)C(COC(C)=O)O1 (configuration not stated)	?	-5%[11.7 µM]	?
Cc1cc(C)cc(C(=O)N(C)[C@H](Cc2ccc(-c3ccccc3)cc2)C(=O)N[C@@H](Cc2c[nH]c3ccccc23)C(=O)O)c1	1%&-1%	?	-5%&-9%
COc1ccc(-c2nnc3n2N=C(c2ccc(OC)c(OC)c2)CS3)c(OC)c1	33%	?	-1%
COc1cc2c(cc1OC)C1CCC3=C([C@H](C)OC3=O)N1CC2 (some centres not stated)	-29%	-23%	1%
CC(=O)O[C@H]1C[C@H]2CC[C@@H]3[C@H]4C[C@@H]([N+]5(C)CCCCC5)[C@@H](OC(C)=O)[C@]4(C)CC[C@@H]3[C@@]2(C)C[C@@H]1[N+]1(C)CCCCC1	11%	-3%[24.8 µM]	0%
COc1cccc(-c2cc(NCc3ccc(OC)cc3OC)ncn2)c1	13%	21%	-5%
CCCCCCCCCCC/C=C\C/C=C\CCCC(=O)O	8%	-2%	9%
CC1=C(/C=C/C(C)=C/C=C/C(C)=C/C=C/C=C(C)/C=C/C=C(C)/C=C/C2=C(C)CCCC2(C)C)C(C)(C)CCC1	-5%	5%	0%
COC(=O)[C@H](CCCN=C(N)N)NC(=O)CCCc1c(-c2ccccc2)[nH]c2c(F)cc(F)cc12	2%	1%	-9%
CC(=O)[C@H](CC(C)C)NC(=O)[C@@H](CC(C)C)NC(=O)[C@H](CC(C)C)NC(=O)OCc1ccccc1	?	-19%[24.8 µM]	-9%
Cc1ccccc1-c1nc(N2CCNCC2)c2ccccc2n1	-21%	-15%	21%
O=c1c(-c2ccc(Cl)cc2)nc2cnc(N3CCNCC3)nc2n1Cc1ccc(F)cc1	-30%	14%	-24%
COc1c2c(cc3c1C(NC(N)=O)[N+](C)(C)CC3)OCO2 (configuration not stated)	-26%	-6%	-3%
CC(C)c1c(C(=O)Nc2ccccc2)c(-c2ccccc2)c(-c2ccc(F)cc2)n1CC[C@@H](O)C[C@@H](O)CC(=O)O	47%	21%	-2%
COc1ccc(-c2ccc(OC)c(C3C4C=CCC(C)C4C(=O)N3Cc3ccccc3)c2)cc1 (configuration not stated)	-16%	2%	6%
COC(=O)C1=C(C#N)NC(C)=C(C(=O)OC(C)C)C1c1cccc([N+](=O)[O-])c1 (configuration not stated)	-16%	16%	-3%
O=C(c1cnccn1)N1CCC2(CCCN(c3ccccn3)C2)CC1	12%	-21%	0%
CO/N=C(/C(=O)N[C@@H]1C(=O)N2C(C(=O)O)=C(CSC(=O)c3ccco3)CSC12)c1csc(N)n1 (some centres not stated)	-20%	-5%	-2%
C/C(CCN1CCc2nc(-c3ccccc3)c(-c3ccccc3)cc2C1)=N\OC[C@@H](O)COCc1ccco1	-7%[10 µM]	1%[11.7 µM]	0%[10 µM]
O=C(Oc1ccccc1)N1CCC2(CC1)CCN(c1ccccn1)CC2	27%	2%	-14%
O=C(NC[C@H](O)c1ccccc1)c1ccccc1	8%	-4%	-4%
O=C(c1csnn1)N1CCC2(CC1)CN(Cc1cc(C(F)(F)F)cc(C(F)(F)F)c1)C2	0%	6%	2%
CC(=O)Nc1c(I)c(C(=O)N[C@H]2[C@@H](O)[C@H](O)[C@H](CO)O[C@@H]2O)c(I)c(N(C)C(C)=O)c1I	13%[2.98 µM]	11%[24.8 µM]	8%[17 µM]
Nc1ncnc2c1nc(Br)n2[C@H]1O[C@H]2COP(=O)(O)O[C@H]2[C@@H]1O	3%	-20%[24.8 µM]	-6%
CSc1ccc(/C=C2/C(C)=C(CC(=O)O)c3cc(F)ccc32)cc1	5%	26%	-1%
COc1cccc(-c2cc(=O)c3ccc(OC)cc3o2)c1	1%	4%	-1%
COC(=O)C(C)c1ccc(C(=O)c2cccs2)cc1 (configuration not stated)	14%	0%	4%
COc1ccc(C2/C=C\CN(C(=O)CC(C)(C)C)C(C)C(=O)N2Cc2ccc(F)cc2)cc1 (configuration not stated)	?	-8%	-3%
C[C@H]1C(c2ccccc2)=NN(c2ccccc2)[C@@H]1CO	-9%[96.6 µM]	?	-10%[96.6 µM]
(continued)
SMILES	RORg inh	Menin MLL FP TR	Gal4-VP16 FLuc
O=C(c1cccc(F)c1)N1CCC2(CCCN(c3ccncc3)C2)CC1	-16%	5%	-5%
N[C@H](C(=O)O)[C@@H]1C[C@@H]1C(=O)O	-1%&-12%	-7%&-9%[24.8 µM]	-4%&-16%
COc1ccc(OC)c(-c2ccc(C(=O)O)o2)c1	3%[96.6 µM]	-3%[94.6 µM]	9%[96.6 µM]
COc1ccc2c(c1)O[C@@H](c1ccc3c(c1)OCO3)[C@H](OC(=O)NCCOc1ccccc1)C2=O	26%	-8%	-3%
NCCCCCCCCCCNS(=O)(=O)c1cccc2c(Cl)cccc12	?	?	32µM*
CCCOC(=O)N1CCN(/[N+]([O-])=N/Oc2ccc([N+](=O)[O-])cc2[N+](=O)[O-])CC1	?	8%	?
NC(C(=O)O)c1nn[nH]n1 (configuration not stated)	-2%	-8%	-13%
O=c1c(-c2ccccc2)nc2cnc(N3CCOCC3)nc2n1C1CC1	9%	?	2%
COc1ccc(C(=O)N2CCC[C@@]3(CCN(C(=O)Nc4ccccc4)C3)C2)cc1	-38%	-5%	3%
CO[C@@H]1COC(=O)CC=C[C@@H](C)[C@@H]2C=C[C@H](O)[C@@H](COC(=O)[C@H](C)NC(=O)CC=C[C@H]1C)O2	7%[10 µM]	-17%[11.7 µM]	-12%[10 µM]
CN(C)c1ncc2nc(-c3ccc(F)cc3)c(=O)n(CCC#N)c2n1	-31%	-4%	-6%

Screening data (PubChem)
